# PfHsp90 set2 = growth inhibition of PfHsp90-expressing yeast, primary screen, antimalarial PfHsp90 inhibitor project, S. cerevisiae, BacTiter-Glo luminescence, single point, set 2; 310,000 compounds, 0.32% hits; inhibition, % at 9.4 µM; BacTiter-Glo ATP, 48 h; yeast lacking PDR1 and PDR3 efflux regulators;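 active means every replicate shows inhibition above about 80%, whatever the replicate mean, limit read from the data; inconclusive means mean inhibition reaches the set limit but some replicate falls short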;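 further: 0% = DMSO neutral controls and 100% = 20 µM radicicol positive controls; yeast relying on Plasmodium falciparum Hsp90 in place of its own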
# Rtt109 HAT inh = inhibitors of C. albicans Rtt109/Vps75 HAT, primary screen, biochemical, ThioGlo CoA-SH fluorescence, plate reader. Histone acetyltransferase RTT109 (Candida albicans (strain SC5314 / ATCC MYA-2876)), …. purified Rtt109/Vps75, 4 h. inhibition, % at 34.9 µM. 330,000 compounds, 0.16% hits;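 active means inhibition of at least 50% in every replicate; inconclusive means best replicate reaches 50% inhibition but some replicates fall short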
# Keap1-Nrf2 PPI = Keap1-Nrf2 protein-protein interaction inhibitors, primary screen, biochemical, fluorescence polarization, single point | Kelch-like ECH-associated protein 1 (Homo sapiens), Q14145 | Keap1 Kelch-Nrf2 peptide fluorescence polarization, 1536-well | inhibition, % at 9.4 µM | 340,000 compounds, 0.15% hits | AID 504523, 2011; in the data active means inhibition above about 12%; inconclusive means no clear call, values can overlap the other calls; inactive means below about 7.3%;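 further: human Keap1 Kelch domain with fluorescein labeled Nrf2 9mer peptide probe; 0% = neutral control wells and 100% = peptide positive control; higher means more block of Keap1 binding to Nrf2 peptide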
# LANA DNA inh = inhibitors of KSHV C-LANA binding to DNA, primary screen, biochemical, fluorescence polarization, FAM-LBS DNA, MBP-C-LANA, single point. Kaposi's sarcoma herpesvirus LANA C-terminal domain (residues 932-1162) DNA binding. inhibition, % at 9 µM. 340,000 compounds, 0.078% hits. AID 504423, 2011;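 active means highest replicate inhibition at or above 60% at 9 µM, even if other replicates fall short; inactive means all replicates below 60% inhibition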;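 further: 0% = neutral control wells and 100% = 4 µM acridine orange control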
# RTF Ca sens inh = cardiac RTF calcium sensitivity inhibitors, primary screen, biochemical, IANBD-TnC fluorescence, EC70 calcium | IANBD-labeled cardiac RTF, Ca2+ fluorescence | inhibition, % at 7.15 µM | 340,000 compounds, 0.12% hits | AID 493244, 2011;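 active means inhibition above the mean inhibition of all tested compounds plus 3 SD, cut at about 17% in these data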;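 further: assay run at fixed EC70 calcium of 1.6 mM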
# cardiac RTF act = cardiac RTF calcium sensitivity activators, primary screen, biochemical, IANBD-TnC fluorescence, EC20 calcium; activation, % at 7.2 µM; 340,000 compounds, 0.24% hits; Troponin I, cardiac muscle (Homo sapiens) + Troponin T, cardiac muscle (Homo sapiens) + …; IANBD-labeled TnC RTF fluorescence at EC20 calcium; 0% EC20 calcium, 100% full calcium;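 active means activation above the mean over all tested compounds plus 3 SD, cut at about 30% in these data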;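 further: rise in fluorescence read as greater calcium sensitivity of cardiac thin filaments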
# dFosB activator = activators of delta FosB homodimer, primary screen, biochemical, fluorescence polarization, TAMRA-CDK5 oligo, single point; Protein FosB (Mus musculus), P13346; purified delta FosB; percent of positive-control signal above neutral wells; activation, % at 25 µM; 340,000 compounds, 0.99% hits; AID 493131, 2011;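 active means mean activation above about 17%, with every replicate also reaching it, limit read from the data, passing the limit was not always enough; inconclusive means only one of the two conditions met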;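 further: fluorescence polarization rise as delta FosB binds a TAMRA Cdk5 AP-1 oligo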
# Target sequence (P13346 whole entry, looked up): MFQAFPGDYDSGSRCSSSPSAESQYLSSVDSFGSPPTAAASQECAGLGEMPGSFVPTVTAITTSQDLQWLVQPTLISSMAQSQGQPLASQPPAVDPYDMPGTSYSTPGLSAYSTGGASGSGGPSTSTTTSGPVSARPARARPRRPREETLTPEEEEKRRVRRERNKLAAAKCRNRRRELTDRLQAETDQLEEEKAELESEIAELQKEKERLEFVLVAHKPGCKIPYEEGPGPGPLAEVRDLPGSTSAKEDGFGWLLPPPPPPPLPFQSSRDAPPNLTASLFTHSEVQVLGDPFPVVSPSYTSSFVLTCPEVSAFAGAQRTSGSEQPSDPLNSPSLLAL
# SUMO Mot1 rescue = yeast Mot1-301 growth rescue at high temperature, primary screen, SUMOylation pathway inhibitor project, S. cerevisiae, ATP luminescence, 38.5C. S. cerevisiae Mot1-301 growth rescue; percent above DMSO median, 100 means doubled. growth rescue, % at 18.8 µM. 320,000 compounds, 1% hits;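 active means every valid replicate shows activation above 250% relative to neutral control wells; inactive means the rest, any valid replicate at or below 250%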;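 further: OY570 slx delta 5 strain wells were the positive control but not used for scaling; some compounds called inactive have numbers as strong as hits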
# PvdQ inh = P. aeruginosa PvdQ acylase inhibitors, primary screen, biochemical, fluorescence, plate reader and imaging, single point; PvdQ acylase [Pseudomonas aeruginosa LESB58]; purified PvdQ acylase; inhibition, % at 10 µM; 340,000 compounds, 0.063% hits; AID 488965, 2010; in the data active means inhibition above about 30%, passing the limit was not always enough; inconclusive means no clear call, values can overlap the other calls;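 further: 0% = vehicle neutral wells and 100% = reference inhibitor wells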
# CDK5 p35 inh = inhibitors of human CDK5/p35 kinase, primary screen, biochemical, single concentration; Cyclin-dependent kinase 5 (Homo sapiens) + Cyclin-dependent kinase 5 activator 1 (Homo …; Recombinant CDK5/p35, ADP-Glo luminescence, 60 min; 330,000 compounds, 0.01% hits; AID 488839, 2010; inhibition, % at 10 µM;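 active means highest replicate inhibition of at least 50% and at least 75% of replicates reaching 50%; inconclusive means only one of the two criteria met; inactive means both criteria failed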;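 further: plate controls were DMSO neutral control for no effect and GW8510 at 10 µM for full effect; many of its hits are not listed in these tables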
# Target sequence (Q00535 whole entry, looked up): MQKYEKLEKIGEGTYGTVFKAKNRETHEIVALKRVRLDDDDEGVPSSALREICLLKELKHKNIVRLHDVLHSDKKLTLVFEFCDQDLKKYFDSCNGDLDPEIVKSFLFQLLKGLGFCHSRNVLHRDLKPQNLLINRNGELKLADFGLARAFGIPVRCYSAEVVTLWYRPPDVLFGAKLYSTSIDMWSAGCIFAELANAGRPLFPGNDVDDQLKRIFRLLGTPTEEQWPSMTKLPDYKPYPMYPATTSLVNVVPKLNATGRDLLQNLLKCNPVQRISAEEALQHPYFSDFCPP
# Target sequence (Q15078 whole entry, looked up): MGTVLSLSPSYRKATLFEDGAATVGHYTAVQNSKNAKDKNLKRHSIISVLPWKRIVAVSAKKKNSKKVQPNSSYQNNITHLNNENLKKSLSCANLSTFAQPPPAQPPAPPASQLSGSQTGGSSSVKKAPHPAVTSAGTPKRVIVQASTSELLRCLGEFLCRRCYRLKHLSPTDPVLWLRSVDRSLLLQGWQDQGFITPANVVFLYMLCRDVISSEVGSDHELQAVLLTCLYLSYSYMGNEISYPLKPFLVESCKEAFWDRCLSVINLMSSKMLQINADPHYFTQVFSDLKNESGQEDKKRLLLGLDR
# NSD2 HMT inh = NSD2 histone methyltransferase inhibitors, primary screen, biochemical, AlphaScreen, single concentration, set 2 | inhibition, % at 12.5 µM | NSD2 peptide methylation, 120 min | 310,000 compounds, 0.54% hits | Histone-lysine N-methyltransferase NSD2 (Homo sapiens), O96028 | AID 743445, 2014; in the data active means inhibition above about 50%
# An asterisk follows results filed as active; ? = inconclusive; · = no result given. Rows were taken by chance (roughly 3.2% active in at least one column).
SMILES,PfHsp90 set2,Rtt109 HAT inh,Keap1-Nrf2 PPI,LANA DNA inh,RTF Ca sens inh,cardiac RTF act,dFosB activator,SUMO Mot1 rescue,PvdQ inh,CDK5 p35 inh,NSD2 HMT inh
COc1ccc2c(C)cc(SCC(=O)Nc3nsc(-c4ccc(C)cc4)n3)nc2c1,34,6,-2,-1.1,-5,8,-5,3,-16,0.6,·
CCNc1oc(/C=C/c2ccc(OCC)cc2)nc1C#N,-9,1,-2,0.4,-5,0,-3,1,2,2.1,0
[O-][n+]1c(/C=C/c2ccccc2)ccc2ccccc21,6,-1,-2,-0.5,-7,-1,-8,-12,-4,-0.1,1
Cc1ccc(NC(=O)CSc2nnc(N)s2)cc1S(=O)(=O)N1CCOCC1,-37,5,1,-2.1,-6,5,0,18,-2,-0.7,0
O=C(COC(=O)c1n[nH]c2ccccc12)Nc1cccc(S(=O)(=O)N2CCOCC2)c1,-10,15,0,0.1,-4,3,-5,·,-4,0.4,9
CCc1cc(=O)oc2cc(C)cc(OC(C)C(=O)NCCCn3ccnc3)c12 (centres undefined),-12,-1,-3,-1.5,4,-2,-9,-3,-15,0.7,1
Cc1cccnc1CN1CCN(C(=O)c2cc(COc3ccc4ncccc4c3)on2)CC1,-3,-2,-2,0.3,-15,-4,-14,1,-14,1.4,3
O=C(Cn1nc(C(F)F)cc1C1CC1)NCCC1=CCCCC1,6,-2,-4,-0.9,1,0,-1,-9,-5,-3.2,3
CC(C)(C)OC(=O)CNC(=O)c1nc[nH]c1C(=O)N1CCN(c2ccccc2)CC1,9,-4,-6,-1.0,6,0,5,-7,-11,0.9,·
O=C(COC(=O)c1ccc(S(=O)(=O)N2CCCCCC2)cc1)NCc1ccc(F)cc1,-10,-7,-2,-1.7,2,-3,6,·,-4,-0.3,-2
O=C(CSc1nc2ncc(Cl)cc2[nH]1)N(Cc1ccccc1)C1CCS(=O)(=O)C1 (centres undefined),·,9,-1,-1.3,3,-6,-13,-3,9,2.0,-5
CC1c2[nH]c3ccccc3c2C[C@H]2C(=O)N(CCO)CC(=O)N12 (some centres undefined),12,4,-3,-0.8,-7,0,1,-1,-19,-2.5,0
COC(=O)c1cn(NC(=O)c2cnccn2)c(=O)c2ccccc12,-16,6,-1,-0.5,12,-3,0,50,0,2.1,-15
CCOC(=O)Cc1nn(C(C)C)c(=O)c2ccccc12,-7,-11,-5,-1.5,-8,2,0,29,-19,-3.3,0
CCOC(=O)c1cnc2cc(-c3ccc(Br)cc3)nn2c1C,2,-2,-1,-1.2,-3,-1,0,8,-9,0.6,-4
CCOC(=O)CC(=O)COc1nc2cc3c(nc2o1)CCCC3,5,-1,3,0.4,2,-3,-3,38,12,1.0,-5
CCc1ccc2nc(SCC(=O)N3CC(=O)Nc4ccccc43)c(C#N)cc2c1,5,7,-2,1.4,-2,9,-11,-7,-4,0.7,-7
NS(=O)(=O)c1ccc(CNS(=O)(=O)Cc2ccc(Cl)cc2)cc1,2,1,1,1.6,-1,1,0,4,-12,0.8,0
CCCCNC(=O)/C(=C/c1ccccc1)NC(C)=O,-82,2,1,1.1,-8,-2,-3,308,5,1.0,2
COc1cccc(/C=N/NC(=O)c2cccc([N+](=O)[O-])c2)c1OS(=O)(=O)c1ccc(C)cc1,23,0,-5,-4.0,-3,-1,5,7,-12,0.5,-4
O=c1[nH]c2cc3c(cc2cc1CN(Cc1cccnc1)C(=S)NCc1ccco1)OCCO3,-17,17,-5,1.1,-6,-1,-2,-13,-16,-2.5,5
Fc1cccc(Cl)c1CSc1nnc(CNc2ccccc2)o1,7,7,-5,-0.5,-4,-3,-4,·,1,-1.6,-1
O=C(NCc1ccc(Cl)cc1)C(=O)Nc1nccs1,-14,-7,0,-2.5,7,0,-7,18,-4,-2.2,-8
CC(C)Sc1nsc2nc(=O)c(/C=C3\C=Nc4ccccc43)c(N)n12,-66,14,1,18,-1,-2,-19,11,-6,-0.4,2
COc1ccc(OC)c(NC(=O)c2cc3sccc3n2C)c1,-18,9,3,1.2,-11,-3,-10,-10,-10,-0.8,6
NC(=S)NN=C1CCCC(C(F)(F)F)C1 (centres undefined),-14,6,-6,0.9,-13,1,1,·,-10,-0.4,-3
CCOc1cccc(-c2c(C(=O)N/N=C/c3ccco3)nnn2-c2nonc2N)c1,-1,15,-2,-0.5,-4,0,-16,-10,12,-0.1,2
COc1ccc(NC(=O)CSC2=C(C#N)C(c3ccco3)C3=C(CCCC3=O)N2)c(OC)c1 (centres undefined),4,26,-4,-0.3,-12,-1,-4,-4,5,0.7,42
Cc1csc(N(C(=O)c2cccc(S(=O)(=O)N3CCCC3)c2)c2ccccc2)n1,22,-3,0,1.4,-6,6,-3,-18,-17,1.1,-3
COC(=O)c1ccc(CNC(=O)CNC(=O)c2sc3ccccc3c2Cl)cc1,·,3,-5,-0.1,-5,-13,?,-16,13,0.4,-1

# Compound profiles, as listed above. Values in the order: PfHsp90 set2, Rtt109 HAT inh, Keap1-Nrf2 PPI, LANA DNA inh, RTF Ca sens inh, cardiac RTF act, dFosB activator, SUMO Mot1 rescue, PvdQ inh, CDK5 p35 inh, NSD2 HMT inh
# Profile of CCOc1cccc(-c2c(C(=O)N/N=C/c3ccco3)nnn2-c2nonc2N)c1 = -1, 15, -2, -0.5, -4, 0, -16, -10, 12, -0.1, 2
# Profile of CCc1ccc2nc(SCC(=O)N3CC(=O)Nc4ccccc43)c(C#N)cc2c1 = 5, 7, -2, 1.4, -2, 9, -11, -7, -4, 0.7, -7
# Profile of COC(=O)c1ccc(CNC(=O)CNC(=O)c2sc3ccccc3c2Cl)cc1 = ·, 3, -5, -0.1, -5, -13, ?, -16, 13, 0.4, -1
# Profile of CCCCNC(=O)/C(=C/c1ccccc1)NC(C)=O = -82, 2, 1, 1.1, -8, -2, -3, 308, 5, 1.0, 2
# Profile of CCOC(=O)CC(=O)COc1nc2cc3c(nc2o1)CCCC3 = 5, -1, 3, 0.4, 2, -3, -3, 38, 12, 1.0, -5

# More structures follow.
SMILES,PfHsp90 set2,Rtt109 HAT inh,Keap1-Nrf2 PPI,LANA DNA inh,RTF Ca sens inh,cardiac RTF act,dFosB activator,SUMO Mot1 rescue,PvdQ inh,CDK5 p35 inh,NSD2 HMT inh
CCCCC1S/C(=N/N=C/c2cccs2)NC1=O (centres undefined),-46,1,-3,1.6,-4,5,-7,-8,-5,0.5,-6
Cc1ccc(S(=O)(=O)CC(=O)NC(C)c2ccccc2)cc1 (centres undefined),1,-2,3,1.6,-8,1,0,-27,-4,1.6,·
C[C@H](NC(=O)c1ccco1)C(=O)NNC(=O)COc1cccc(C(F)(F)F)c1,-20,-11,-4,-0.7,-13,-2,-14,13,-6,0.6,-2
Cc1ccc(NC(=O)CCNS(=O)(=O)c2ccc3c(c2)oc(=O)n3C)cc1C,·,-5,-1,0.0,-18,6,-6,-1,-8,-2.3,2
COc1ccc(C(=O)COc2ccccc2C(N)=O)cc1,0,1,-2,2.8,4,-3,-7,0,-10,-0.3,·
O=C(N/N=C/c1ccccc1F)C(=O)N1CCCCCC1,2,-10,-2,-1.0,-1,-5,-2,-11,-8,-0.4,-1
CCN(CC(=O)Nc1ccc(NC(C)=O)cc1)C(=O)c1ccc(COc2ccccc2)o1,6,-3,-5,-1.3,-4,1,-11,-13,-8,-5.8,0
CS(=O)(=O)c1ccc(-c2cn3cc(C(=O)O)ccc3n2)cc1,-27,-2,-4,1.9,-13,0,-6,-11,-15,1.3,-3
Cc1cccc(N(CC(=O)N2CCCCCC2)S(C)(=O)=O)c1,11,1,-8,-0.6,-7,1,-2,350,-13,-3.3,-9
CC(=O)N1CC=C2C(C#N)=C(N)C(C#N)(C#N)[C@H](c3ccoc3)[C@H]2C1,-5,-60,-7,13,-19,8,4,-1,-9,-1.3,3
CC1CCN(C(=S)c2ccc([N+](=O)[O-])cc2)CC1,-29,8,-3,2.1,-8,0,-1,24,-11,-3.5,7
COc1ccc(OCC(O)CN2CCN(Cc3ccc4c(c3)OCO4)CC2)cc1 (centres undefined),8,-8,1,0.1,-3,7,-12,8,6,0.3,·
Cc1ccsc1C(=O)NNC(=O)c1ccccc1F,24,4,-2,2.3,1,-5,-8,6,12,2.8,-4
O=Cc1cccc(OCc2cccc3ccccc23)c1,20,6,-2,0.5,1,-6,0,7,-6,-0.2,-5
CCN(CC)CCNC(C(=O)Nc1ccc([N+](=O)[O-])cc1Br)c1ccccc1 (centres undefined),-24,-15,-7,1.5,-31,5,5,-11,-10,-0.7,12
COc1ccc([C@@H](NC(=O)OC(C)(C)C)C(=O)OC(C)(C)C)cc1,-22,5,-6,-1.0,2,5,-1,0,-9,1.0,·
Cc1cccc2c(=O)c(C(=O)NCc3ccc(F)cc3)c[nH]c12,-3,-1,0,3.8,-1,-2,-12,866,-5,1.4,57*
COC(=O)c1ccsc1NC(=O)CS(=O)(=O)c1ccccc1,·,16,-1,-0.2,-13,-4,-1,-8,11,-1.2,0
Cc1cc(NC(=O)C2CCCC2)n(-c2nc3ccccc3[nH]2)n1,5,8,-3,-0.1,-4,-3,-4,13,3,1.3,-1
Cc1cc(C)n(C(=O)c2cccc(S(=O)(=O)N3CCCC3)c2)n1,7,2,-5,-0.6,-2,12,3,1,-1,-2.9,1

# Screening data (PubChem)
